Screening results (PubChem)
TRPM1 prom inh – MITF TRPM1 promoter inhibition in SK-MEL-5 cells | AID 488899 | 330,000 compounds, 0.83% hits | inhibition, % at 12.5 µM | SK-MEL-5 TRPM1 promoter luciferase, 24 h;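 active = mean inhibition across replicates of 60% or more, whatever share of single replicates reaches that level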; note: values of inactives mirror those of a sister screen read the other way
Shn3 3UTR inh – Schnurri-3 reporter inhibition in Clone20 osteoblasts; 360,000 compounds, 0.52% hits; AID 588674; inhibition, % at 12.5 µM; Clone20 osteoblast Shn3 3'UTR firefly luciferase, 24 h;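 active = mean inhibition of at least 75% with every replicate also reaching 75%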;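 note: 0% = median of neutral control wells and 100% = pilot-screen positive control compound; some compounds past the cut are filed as inactive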
KKLEB cytotox – counter-screen for CF NF-kB inhibitors: cytotoxicity; KKLEB CF airway cells viability, ATPlite luminescence, overnight; hits give low values; cells stimulated with P. aeruginosa culture filtrate; 360,000 compounds, 0.36% hits; AID 602141; activity change (cytotoxicity), % at 5 µM;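 active = corrected activity change at or below -50% at 5 µM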
NR2E3 ag-1 – agonists of human NR2E3 nuclear receptor; AID 602229; CHO-S Gal4-NCOR/VP16-NR2E3 two-hybrid, luciferase; inhibition of corepressor binding, % at 3.98 µM; 360,000 compounds, 0.35% hits; Q9Y5X4;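 active = inhibition above the mean of all tested compounds plus 3 SD, cut at about 70% in these data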;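 note: 0% = DMSO with NR2E3 transfected cells and 100% = cells lacking NR2E3 construct; higher means lower luciferase signal from less NR2E3 corepressor binding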
Target sequence (Q9Y5X4 whole entry, looked up, the tested form may be a part): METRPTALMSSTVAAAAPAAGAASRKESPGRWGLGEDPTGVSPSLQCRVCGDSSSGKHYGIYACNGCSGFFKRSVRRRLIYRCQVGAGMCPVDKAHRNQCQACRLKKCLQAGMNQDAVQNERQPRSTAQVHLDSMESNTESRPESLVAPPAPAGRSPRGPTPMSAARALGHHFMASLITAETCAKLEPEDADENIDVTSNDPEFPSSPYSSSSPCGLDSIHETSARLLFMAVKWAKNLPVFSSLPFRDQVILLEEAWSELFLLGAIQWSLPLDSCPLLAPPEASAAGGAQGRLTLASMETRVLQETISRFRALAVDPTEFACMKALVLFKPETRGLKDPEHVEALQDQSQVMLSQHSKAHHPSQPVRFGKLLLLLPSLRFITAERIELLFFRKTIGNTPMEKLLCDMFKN
aDG glyco act – increases alpha dystroglycan glycosylation; Pro5-aDG cells, alpha-DG glycosylation AlphaScreen (IIH6); 0% Pro5, 100% B10-LARGE cell signal; activation, % at 10 µM; 360,000 compounds, 0.22% hits;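 active = activation of at least 8% versus controls, or a plate z-score of at least 8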;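 note: Pro5 are CHO cells carrying HIG-tagged alpha-DG that lacks glycosylation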
NR2E3 ag-2 – activates human photoreceptor nuclear receptor NR2E3; Q9Y5X4; inhibition of corepressor binding, % at 4.78 µM; 320,000 compounds, 0.12% hits; GST-NR2E3/biotin-RetCOR TR-FRET, 1536-well; AID 2300;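 active = percent inhibition above the cutoff of mean plus 3 SD of all tested compounds, set per screening campaign, cut at about 20% in these data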;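 note: 0% = DMSO wells and 100% = biotin wells as full block of FRET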
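system = GST-tagged NR2E3 plus biotinylated RetCOR corepressor | input = 1.35 nM GST-NR2E3 | also added = 7 nM biotin-RetCOR | schedule = 5 h incubation at 4 °C | measured by = TR-FRET with europium anti-GST and streptavidin-D2, 340 nm excitation | read-out = percent loss of FRET ratio relative to control wells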
Peg3 promoter – reduces Peg3 promoter-driven luciferase expression in HeLa; inhibition, % at 20 µM; 360,000 compounds, 1.7% hits; AID 588405; HeLa PEG-Prom luciferase reporter, luminescence, overnight;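 active = inhibition of at least 50% at 20 µM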
TWEAK-Fn14 inh – blocks TWEAK-Fn14 interaction in a reporter cell assay | TWEAK-stimulated Fn14 reporter cells, luciferase luminescence, 8 h | inhibition, % at 10 µM | 360,000 compounds, 2% hits | AID 1159606; in the data active = inhibition above about 50%
hiPSC survival – increases survival of single human iPS cells | survival enhancement, % at 20 µM | hiPSC single-cell survival, ATPlite luminescence; 100% = ROCK inhibitor wells, 0% = DMSO | 360,000 compounds, 0.044% hits; in the data active = survival enhancement above about 18%;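 note: cells exposed to compounds for 16 hours before the ATP read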
CF NFkB block – cystic fibrosis NF-kB activation inhibition; KKLEB NF-kB-GFP reporter, PAF-induced, GFP fluorescence overnight; AID 588850; 360,000 compounds, 0.86% hits; inhibition, % at 5 µM;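 active = at least 50% inhibition at 5 µM, scaled per plate between neutral and stimulator controls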;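 note: PAF is a Pseudomonas aeruginosa culture filtrate used as stimulus; plate controls were PAF-stimulated DMSO wells for no effect and unstimulated DMSO wells for full effect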
HIF-2a block – HIF-2a inhibition | 360,000 compounds, 0.72% hits | inhibition, % at 18.8 µM | AID 624352 | 786-0 RCC cells HIF-2a reporter, luciferase luminescence, overnight;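 active = inhibition of the luminescence signal of 40% or more relative to plate controls, in a single-dose primary screen at 18.75 µM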
The depositor's hits bear a star; . = not tested or not shown.

Values in the order – hiPSC survival, TWEAK-Fn14 inh, KKLEB cytotox, TRPM1 prom inh, NR2E3 ag-2, Shn3 3UTR inh, HIF-2a block, NR2E3 ag-1, Peg3 promoter, aDG glyco act, CF NFkB block
COc1ccc2c(c1)c(C(=O)CN1CCC(C(N)=O)CC1)c(C)n2C
    -1.2, -24.1, 14.8, -9.4, 0.9, -11.6, 9.5, -16.8, 12.8, -0.1, -21.0
CCN(CC)S(=O)(=O)c1ccc(NC(=O)CN(c2cccc(C)c2)S(C)(=O)=O)cc1
    -3.3, 12.4, 13.3, 5.7, 2.6, 15.9, 15.5, -1.2, 22.3, -0.1, -5.3
O=[N+]([O-])c1ccc2cccnc2c1
    3.1, 32.9, 2.5, ., ., 7.5, -12.6, 14.9, -29.2, 0.0, -17.1
COC(=O)[C@H](Cc1ccccc1)NC(=O)N1CCCCC1C (stereo not given in full)
    -1.3, 8.5, 0.2, 2.5, 3.6, -38.4, -21.3, -1.2, -37.8, 0.0, -9.2
CCOC(=O)[C@@H]1[C@H]2COc3ccccc3[C@@H]2N2C(=O)N(c3cccc(F)c3)C(=O)[C@@]12C
    1.5, 4.4, 17.0, 7.2, ., 12.6, 14.1, 4.0, 6.1, -0.2, -25.3
NS(=O)(=O)c1cccc(C(=O)NC2CCSc3ccccc32)c1 (stereo not given)
    0.2, 13.3, 7.2, 1.9, 3.7, 4.0, 6.8, -2.9, -8.5, 0.1, -7.9
CC(C)c1ccc(NC(=O)c2cc(-c3cc(F)ccc3OCC3CCCO3)n[nH]2)cc1 (stereo not given)
    5.1, -30.1, -2.5, ., ., 68.9, 5.7, -13.2, -3.0, 1.1, 3.6
CCC(=O)Nc1ccc(-c2ccc(N3CCN(C)CC3)nn2)cc1
    2.1, -6.5, 12.3, -10.9, 3.0, -22.0, -104.7, 0.7, -56.4, -0.2, -6.0
COc1ccccc1Cc1c(-c2ccc(OC)c(OC)c2)nc2cc(C)c(Br)c(C)n12
    -0.4, -3.1, ., ., ., ., -40.4, -27.4, ., 0.0, .
COc1ccc(OC)c(CNC(=O)CCS(=O)(=O)c2ccc3c(c2)oc(=O)n3C)c1
    -0.3, 5.9, -0.8, -4.2, -4.6, -11.0, -5.6, 2.6, 9.6, 0.0, -4.1
COc1ccccc1N1CCN(C(=O)/C=C/c2ccc(C)cc2)CC1
    1.4, 5.0, 3.0, -8.2, 4.9, -1.8, -6.4, 1.1, -2.9, 0.0, 5.3
CCCCCc1nnc(NC(=O)NS(=O)(=O)c2ccc(C)cc2)s1
    0.3, 6.9, -1.5, 5.9, 0.9, 4.0, 11.7, 9.9, 0.9, 0.0, -15.5
CC(C)(C)C(=O)/C=C1\NC(=O)CS1
    8.5, 18.3, 0.4, -1.7, 0.9, 6.0, 10.7, -17.4, 1.2, 0.0, -4.0
CCCCc1nc2ccccc2c(N)c1CCC (tested in a mixture with another compound)
    -1.4, 13.4, -12.7, 0.8, -5.8, 14.3, 20.2, -25.9, 14.0, 1.4, -8.7
Cc1cccc(C)c1-n1nnnc1C(CCc1ccccc1)N1CCN(C/C=C/c2ccccc2)CC1 (stereo not given)
    0.2, 8.4, -2.8, ., ., 36.2, -27.0, 0.8, 4.2, -0.2, 29.9
CC1CC(C)(C)CC2(C1)NC(=O)N(CC(=O)N1CCN(S(=O)(=O)c3cccc(Cl)c3Cl)CC1)C2=O (stereo not given)
    0.3, 4.5, 3.7, 1.1, ., -2.9, 11.1, 20.1, -1.0, 1.0, 17.4
CCN(CC)S(=O)(=O)c1ccc(OC)c(NS(=O)(=O)c2cccc(C(=O)O)c2)c1
    -0.1, 10.1, 1.0, 1.0, -2.3, -3.9, 14.8, -12.9, 2.3, -0.2, 8.7
O=C(CSc1nnc2n1CCCN2)c1ccc([N+](=O)[O-])cc1
    0.1, -8.7, 5.3, 9.3, -3.5, -11.9, -8.4, -14.4, -1.2, -0.1, -16.7
O=C(c1cc(-c2ccc(F)cc2)nc2ccccc12)N1CCN(C2CCS(=O)(=O)C2)CC1 (stereo not given)
    -1.0, -7.6, 19.7, -19.0, 1.7, -9.1, -63.4, -16.5, -30.9, -0.1, -7.9
C/C(=N\NC(=O)CNc1ccccc1)c1ccccc1
    0.0, 2.9, -4.2, -3.7, -8.9, -24.5, 11.1, -3.3, -22.5, -0.1, -8.8
CC1=C/C(=N\OS(=O)(=O)c2ccccc2)C(C)=CC1=O
    -4.8, -23.5, -13.3, 33.7, -1.4, 93.5*, 64.8*, 34.2, 106.5*, -0.6, -7.2
Cc1c(N)cc(N)cc1C(=O)O
    0.6, 10.1, 2.1, 10.9, 1.7, -5.2, 13.5, -16.7, 5.9, 0.0, -1.0
COc1ccc(-c2csc(NC(C)c3nc4cc(Cl)c(Cl)cc4n3CCOCCO)n2)cc1 (stereo not given)
    -3.3, 22.2, 6.8, 4.2, -0.8, 7.4, -31.4, -27.3, -0.7, 0.2, 5.7
O=C(N/C(=N\O)c1ccccc1)Nc1ccc(Cl)cc1
    -1.0, -8.0, -3.7, -35.9, -0.2, -10.0, -93.2, -17.5, -51.8, -0.1, 4.1
CCOC(=O)CSc1nnc(Cc2ccccc2)n1Cc1ccco1
    2.8, -8.4, 11.1, 2.1, 3.1, 8.8, 4.0, -19.3, 2.2, -0.1, -19.6
C[C@@H](O)C#Cc1ccc2c(c1)O[C@H](CN(C)C(=O)Nc1ccccc1)[C@@H](C)CN([C@@H](C)CO)S2(=O)=O
    -2.6, -9.1, -10.9, ., ., -20.4, 2.3, -7.5, -1.7, -0.1, 4.2
Cc1c(NC(=O)CN2CCCc3ccccc32)c(=O)n(-c2ccccc2)n1C
    -1.2, 10.8, -1.3, 21.2, -2.6, 10.1, 2.9, -3.1, 14.3, -0.1, -12.1
COc1ccc(Cc2nc3c4c(ncn3n2)Oc2ccc3ccccc3c2C4c2ccc(OC)c(OC)c2)cc1 (stereo not given)
    2.2, -20.3, -0.9, 16.1, -2.3, 10.2, 11.5, -18.2, 11.8, -0.5, -8.7
COc1ccc(-n2c(SCC(=O)N3CCCCC3)nc(O)cc2=O)cc1
    -2.1, 1.7, 0.7, -8.6, -1.1, 6.4, 0.8, 1.9, -10.8, -0.1, 11.0
Cc1cc(C)c(C(=O)CSC2=NC(N)=C(C#N)C3(CCCCC3)C2C(N)=O)cc1C (stereo not given)
    -0.1, 37.0, 10.9, -35.3, 4.2, 13.7, -173.3, -54.4, -91.8, 0.8, -17.3

Rewritten with bars between the fields: part of the list above
smiles | hiPSC survival | TWEAK-Fn14 inh | KKLEB cytotox | TRPM1 prom inh | NR2E3 ag-2 | Shn3 3UTR inh | HIF-2a block | NR2E3 ag-1 | Peg3 promoter | aDG glyco act | CF NFkB block
O=C(N/C(=N\O)c1ccccc1)Nc1ccc(Cl)cc1 | -1.0 | -8.0 | -3.7 | -35.9 | -0.2 | -10.0 | -93.2 | -17.5 | -51.8 | -0.1 | 4.1
CCOC(=O)CSc1nnc(Cc2ccccc2)n1Cc1ccco1 | 2.8 | -8.4 | 11.1 | 2.1 | 3.1 | 8.8 | 4.0 | -19.3 | 2.2 | -0.1 | -19.6

Additional compounds follow:
Values in the order – hiPSC survival, TWEAK-Fn14 inh, KKLEB cytotox, TRPM1 prom inh, NR2E3 ag-2, Shn3 3UTR inh, HIF-2a block, NR2E3 ag-1, Peg3 promoter, aDG glyco act, CF NFkB block
CC(C)c1ccc(CCNC(=O)CCNC(=O)c2ccc(Br)cc2)cc1
    -0.4, -5.8, 4.0, -6.3, 0.9, 13.2, 6.9, -24.3, 1.5, -0.2, 27.0
CCC(=O)Nc1ccc(NC(=S)NC(=O)c2cc3ccccc3o2)cc1
    2.9, -29.6, 6.8, -17.1, -4.1, -1.6, -25.8, -21.7, -6.9, -0.1, -10.3
CSc1nnc([C@H](C)NC(=O)OC(C)(C)C)o1
    -0.3, -0.3, 17.3, -4.3, -4.5, -10.1, 17.3, -14.9, -7.8, -0.2, -5.4
COc1cc(-c2nnc(NC(=O)C3=COCCO3)o2)cc(OC)c1OC
    2.4, -6.2, -16.8, 0.7, 2.1, -2.4, 10.6, -10.8, -3.4, 0.1, 2.0
[N-]=[N+]=N[C@@H](CCN1CC[C@H](NC(=O)OCc2ccccc2)CCC1=O)c1ccccc1
    -2.0, -18.5, -6.8, 3.8, 0.0, 3.3, -8.6, 21.8, 2.9, -0.3, 16.0
O=C(CSc1nc2ccccc2o1)Nc1nncs1
    -0.1, 0.8, 4.3, -17.9, -1.2, -7.7, -9.1, -42.3, -17.8, -0.1, 3.3
Cc1c(CCC(=O)NC2CC2)c(=O)oc2c(C)c(O)ccc12
    -1.4, -7.8, -2.5, -11.5, 3.0, 0.8, -15.3, -10.8, 5.9, 0.0, 14.7
O=S(=O)(NCCSc1ccccc1)c1cccs1
    -2.3, 4.1, -1.3, -3.8, -6.5, -10.0, -5.7, -6.8, -7.4, -0.1, -14.4
Cc1ccccc1C(=O)Nc1nc2n(n1)C(c1ccccc1)CC(=O)N2 (stereo not given)
    11.4, -5.7, -8.2, 5.1, 2.6, -11.9, 11.0, -18.8, 9.9, 0.0, -0.7
CCN(CC)CCCN(C(=O)Cn1nnc(-c2ccc(OC)c(OC)c2)n1)C(C(=O)NC(C)(C)C)c1ccc(F)cc1 (stereo not given)
    -0.2, -2.4, 17.0, 4.7, 0.1, 42.8, 8.2, -9.2, -5.3, -0.5, -5.6
CCc1nc2ccc(C(=O)N3CCN(S(=O)(=O)CC)CC3)cn2c1N(CC)CCN(C)C
    -2.8, 15.7, 4.5, ., ., 21.7, 4.2, -14.7, -6.0, -0.1, -9.7
O=C(NCCCN1CCCC1)c1ccc2c(c1)N(Cc1ccccc1)CCS2
    -0.6, -11.0, -7.1, 3.7, 1.2, 15.9, 11.5, -16.6, 2.6, -0.1, 11.0
Cc1ccc(S(=O)(=O)N2CCC(N3CCC(C)CC3)CC2)cc1
    -0.3, -15.8, -14.8, -13.3, -2.8, -2.4, 10.5, 17.5, 19.7, -0.1, -2.4
CCN1C(=O)/C(=C\c2nc3ccccc3c(=O)n2-c2ccccc2)c2ccccc21
    0.6, 57.2*, 4.2, 11.2, 3.6, -7.7, 33.0, 6.2, 22.3, -0.2, -2.9
